Screens as filed in PubChem.
CYP2C9 inhib = human CYP2C9 inhibition; inhibition, % at 5 µM; P11712; CYP2C9 Supersomes, luciferin-H conversion, luminescence; hit rate 20% among 96,000;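 active means blocking of liver enzyme CYP2C9 beyond about 50% at 5 µM, limit read from the data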; further: values of inactives mirror those of a sister screen read the other way
CYP2C19 inh = blocks human cytochrome P450 2C19 | P33261 | CYP2C19 Supersomes, luciferin-H EGE luminescence, 30 min | AID 778 | hit rate 21% among 96,000 | inhibition, % at 5 µM;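 active means CYP2C19 inhibition above a set limit at 5 µM in the primary screen, cut at about 50% in these data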;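 further: plate controls were negative control wells for no effect and 2.5 mM tranylcypromine positive control for full effect; values of inactives mirror those of a sister screen read the other way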
CYP2C19 act = activators of human cytochrome P450 2C19; P33261; recombinant CYP2C19, luciferin-H EGE luminescence; active compounds read high; 0 = fully inhibited enzyme, 1 = untreated enzyme; activation factor at 5 µM; 96,000 tested, under 10 active; AID 1025;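 active means activation factor of at least 2 at 5 µM in the primary screen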;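 further: 0 = wells with 2.5 mM tranylcypromine and 1 = vehicle-only wells; values of inactives mirror those of a sister screen read the other way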
EphB4 antag = antagonists of human EphB4-ephrin-B2 interaction | P54760 | EphB4 LBD / TNYL-RAW-Alexa532 peptide, fluorescence polarization | inhibition, % at 7 µM | hit rate 0.15% among 97,000;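 active means inhibition above the screen-wide mean inhibition plus 3 SD, cut at about 15% in these data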;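 further: 0% = DMSO wells and 100% = excess unlabeled TNYL-RAW peptide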
Target sequence (P54760 whole entry, looked up, the tested form may be a part): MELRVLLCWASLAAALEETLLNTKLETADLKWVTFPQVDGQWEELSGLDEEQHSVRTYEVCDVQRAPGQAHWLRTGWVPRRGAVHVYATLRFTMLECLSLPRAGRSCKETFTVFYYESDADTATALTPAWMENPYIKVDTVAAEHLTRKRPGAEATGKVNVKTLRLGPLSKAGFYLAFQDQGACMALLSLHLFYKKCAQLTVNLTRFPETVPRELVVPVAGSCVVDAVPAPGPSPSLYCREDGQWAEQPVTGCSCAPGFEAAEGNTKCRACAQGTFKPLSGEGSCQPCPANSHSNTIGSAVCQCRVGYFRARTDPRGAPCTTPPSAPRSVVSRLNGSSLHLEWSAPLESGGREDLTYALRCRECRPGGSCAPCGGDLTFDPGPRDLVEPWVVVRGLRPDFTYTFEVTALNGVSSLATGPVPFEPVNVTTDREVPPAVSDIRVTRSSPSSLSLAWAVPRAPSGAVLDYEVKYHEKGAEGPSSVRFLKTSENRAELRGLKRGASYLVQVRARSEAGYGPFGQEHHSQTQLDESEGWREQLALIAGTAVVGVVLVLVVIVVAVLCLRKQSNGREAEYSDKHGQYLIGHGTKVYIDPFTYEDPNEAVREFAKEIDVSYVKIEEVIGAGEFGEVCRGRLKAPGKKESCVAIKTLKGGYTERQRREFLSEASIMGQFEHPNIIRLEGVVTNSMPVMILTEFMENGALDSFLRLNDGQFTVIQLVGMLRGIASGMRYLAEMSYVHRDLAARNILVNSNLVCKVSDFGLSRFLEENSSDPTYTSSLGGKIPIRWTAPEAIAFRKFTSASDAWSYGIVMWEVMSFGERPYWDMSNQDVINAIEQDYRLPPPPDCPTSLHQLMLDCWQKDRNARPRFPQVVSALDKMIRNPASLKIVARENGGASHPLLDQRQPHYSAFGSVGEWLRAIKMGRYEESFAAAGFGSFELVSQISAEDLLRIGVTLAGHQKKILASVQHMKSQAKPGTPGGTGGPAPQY
PLAP activator = activators of human placental alkaline phosphatase; P05187; purified PLAP enzyme, luminescent substrate read-out; active compounds read high; activation fold at 20 µM; hit rate 1.2% among 96,000; in the data active means activation fold above about 2
PostGolgi yeast = growth inhibition of a yeast mutant, post-Golgi transport screen | post-Golgi transport phenotypic cell assay | inhibition, % at 10 µM | hit rate 0.9% among 98,000 | AID 739; in the data active means inhibition above about 30%;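 further: yeast cells grown in 1536-well plates; yeast grown about 18 h at 30C before absorbance read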
Pyk2 oligo antag = antagonists of human Pyk2 oligomerization. Q14289. Q293 cells, Pyk2 FERM NanoBiT luminescence; active compounds read low. z-score (the deposit names both 25 µM and 10 µM). hit rate 0.83% among 99,000. AID 1347419;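 active means Z-score of -3 or lower, scaled per plate to the spread of control and sample wells; inactive means z-score above -3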;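 further: negative z-score means lost luminescence so less FERM oligomerization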
CYP2C9 activ = activators of human CYP2C9; P11712; recombinant CYP2C9, luciferin-H conversion, luminescence; active compounds read high; factor 1 = untreated enzyme, 0 = blocked; activation factor at 5 µM; hit rate 1.4% among 96,000;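 active means activation factor of 2 or more for CYP2C9 at a 5 µM dose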;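 further: 0 = sulfaphenazole-blocked wells and 1 = vehicle-only wells; values of inactives mirror those of a sister screen read the other way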
E coli WT exp = E. coli BW25113 growth inhibition, expanded screen | OD600 absorbance | growth inhibition, % at 100 µM | hit rate 0.15% among 98,000 | AID 710;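 active means growth inhibition above about 50% at one test dose, limit read from the data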;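 further: growth measured after 20 h incubation at 37 °C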
Numbers without * were called inactive; nt = not tested or not shown.

Below each compound – CYP2C9 inhib, CYP2C19 inh, CYP2C19 act, EphB4 antag, PLAP activator, PostGolgi yeast, Pyk2 oligo antag, CYP2C9 activ, E coli WT exp
CC12CN3CC(=O)N4CC5(C)CN(CC(C)(C4)C5=O)C(=O)CN(C1)CC(C)(C3)C2=O
  2, -12, 1.1, nt, 1.1, 4, -0.21, 1, 2
COC(=O)c1cccc(NC(=O)CN(c2ccc3c(c2)OCO3)S(C)(=O)=O)c1C
  71*, 90*, 0.1, -3, 1.4, -4, 0.21, 0.3, 7
COc1ccccc1CNC(=O)CCCn1c(=O)c2ccccc2n(CC(=O)NC2CCCC2)c1=O
  45, 15, 0.8, -5, 1.1, 13, 0.18, 0.6, -4
O=S(=O)(Nc1ccc(F)cc1)N1CCCCCC1
  67*, 99*, 0, -2, 1.3, -12, -0.62, 0.3, -3
O=C(Nc1ccc2oc(-c3ccncc3)nc2c1)c1cccs1
  85*, 28, 0.7, 2, 0.8, -4, 0.59, 0.2, 7
CCCCOC(=O)c1ccc(NC(=O)c2ocnc2C)cc1
  41, 24, 0.8, -2, 0.9, 9, 0.84, 0.6, -4
COc1ccccc1N1CCN(C(=O)c2oc3ccccc3c2C)CC1
  -10, 13, 0.9, nt, 1.2, nt, -0.18, 1.1, nt
O=C(O)c1ccc2c(c1)C(=O)N(NC(=O)c1ccccc1)C2=O
  7, 10, 0.9, -1, 1, 5, -1.1, 0.9, 4
COC(=O)CCC(=O)Nc1sc2c(c1C#N)CCCC2
  14, 15, 0.8, -4, 1, 14, -0.48, 0.9, 3
COc1cc(S(=O)(=O)N2CCOCC2)ccc1NC(=O)COC(=O)CC12CC3CC(CC(C3)C1)C2
  82*, 69*, 0.3, -3, 1.7, -4, 0.12, 0.2, -5
COc1ccc(OC)c(NC(=O)CCC(=O)Nc2nnc(C(F)(F)F)s2)c1
  74*, 7, 0.9, 1, 1.1, -5, 0.49, 0.3, 3
Cc1cc(NC(=O)c2ccc(S(=O)(=O)Nc3ccccc3)cc2)no1
  52*, 21, 0.8, 2, 1, 2, 0.67, 0.5, 4
Cc1ccc(/C=C/C(=O)c2cc(Br)ccc2OC(=O)c2ccco2)cc1
  76*, 83*, 0.2, 9, 0.8, -2, -0.92, 0.2, -15
C=CCn1c(SCC(=O)c2cc(C)n(CC3CCCO3)c2C)nnc1-c1ccccc1 (stereo not drawn)
  8, 73*, 0.3, 6, 1.2, 9, -0.58, 0.9, 2
COc1cc(OC)cc(-c2nc3ccccc3s2)c1
  19, 2, 1, 5, 0.9, -14, -0.89, 0.8, 3
Cc1ccc(NC(=O)N2CCC(C(=O)NCc3ccc(F)cc3)CC2)cc1
  34, 5, 1, 10, 0.9, 3, 0.23, 0.7, -15
CCOC(=O)Cc1csc(NC(=O)COc2ccccc2OCC)n1
  22, 23, 0.8, 5, 1, 18, 0.08, 0.8, -1
CC(C)c1ccc2oc(-c3ccc(NC(=O)c4ncn[nH]4)cc3)nc2c1
  20, 7, 0.9, -4, 1, -4, -0.24, 0.8, -12
Cc1noc(C)c1COC(=O)c1ccc2c(c1)OCO2
  36, 36, 0.6, -6, 0.8, -6, 1.7, 0.6, 0
CC(=O)c1cnn(-c2nc3c(C)cccc3s2)c1C
  1, 22, 0.8, 2, 1, 1, 0.05, 1, -1
O=C1OC2(CCCCC2)OC(=O)C1=CNc1nc2ccccc2s1
  3, -3, 1, -3, 1, -2, 0.74, 1, -1
O=C(COC(=O)c1cnccn1)c1ccc(OC(=O)c2ccccc2)cc1
  -8, -12, 1.1, 2, 1.2, 1, 0.62, 1.1, -16
Cc1cc(C)cc(NC(=O)C2CCCN(c3nccc(C)n3)C2)c1 (stereo not drawn)
  29, 18, 0.8, 5, 1, 0, -0.36, 0.7, -1
O=[N+]([O-])c1ccc(Cl)c(/C=N/N2CCN(Cc3ccccc3Cl)CC2)c1
  -108, 19, 0.8, -2, 0.8, -6, 1.1, 2.1*, -14
Cc1ccc(Nc2cc(-n3nc(C)cc3C)ncn2)cc1
  -8, 11, 0.9, -11, 0.9, 4, 0.44, 1.1, -6
CCCOc1ccc(Cc2nn3c(=O)/c(=C/c4ccco4)sc3nc2=O)cc1
  15, 14, 0.9, 2, 1.1, -8, 1.2, 0.8, -9
O=C(NC1=NCCS1)C1Cc2ccccc2CN1C(=O)c1ccccc1 (stereo not drawn)
  42, 79*, 0.2, 5, 2.1*, -1, -0.83, 0.6, 2
COC(=O)c1ccccc1NC(=O)Oc1ccc(C(C)C)cc1
  -45, 10, 0.9, 3, 0.7, -6, -1.3, 1.5, 5
CCCN1Cc2cccc(C(=O)Nc3ccc4c(c3)OCO4)c2C1=O
  60*, 10, 0.9, nt, 0.8, 5, -1.3, 0.4, -5
COC(=O)c1ccc(COc2cc(O)c3c(c2)OC(C)(C)CC3=O)cc1
  23, 51*, 0.5, 6, 0.9, -4, 0.07, 0.8, -2
CC1CC(C)CN(C(=O)Cn2c(=O)n(CCCCC(=O)NC3CCCC3)c(=O)c3ccccc32)C1 (stereo not drawn)
  74*, 33, 0.7, -1, 1.2, 20, 1, 0.3, -4
O=C(CSCSCC(=O)NCC1CCCO1)NCC1CCCO1 (stereo not drawn)
  -6, -17, 1.2, -4, 1.2, 17, 0.04, 1.1, -1
CCN=C1SC(C(N)=O)CC(=O)N1CC (stereo not drawn)
  -3, -6, 1.1, -3, 0.9, 3, 1.4, 1, 1
C1CCN(c2nc3nonc3nc2N2CCCCC2)CC1
  1, 17, 0.8, 6, 0.8, -4, 0.31, 1, 1
C=CCn1c(COc2ccccc2F)nnc1SCC(=O)Nc1cc2oc3ccccc3c2cc1OC
  42, 21, 0.8, -2, 1.4, 2, 0.54, 0.6, -18
O=S(=O)(c1ccc(Cl)cc1)N1CCSC1c1ccco1 (stereo not drawn)
  51*, 98*, 0, -4, 0.5, -11, -0.05, 0.5, 1
CC(=O)C1=C(C)NC(SCC(=O)c2cc(Cl)ccc2Cl)=C(C#N)C1c1ccco1 (stereo not drawn)
  100*, 100*, 0, -9, 1.4, nt, -1.1, 0, nt
O=C(NCc1ccc2c(c1)OCO2)c1ccc(COc2cccc(Cl)c2)o1
  88*, 64*, 0.4, -8, 1.1, 6, 0.23, 0.1, 22
Cc1ccccc1CN(c1ccc(C(N)=O)cc1)S(C)(=O)=O
  4, 18, 0.8, -8, 1, 17, -0.46, 1, 1
NS(=O)(=O)c1ccc(CCNC(=O)C2CCCN(S(=O)(=O)c3cccnc3)C2)cc1 (stereo not drawn)
  18, -2, 1, -14, 0.9, 0, nt, 0.8, 2

Filtered by structure: the entries above with two or more sulfur atoms (3)
Below each compound – CYP2C9 inhib, CYP2C19 inh, CYP2C19 act, EphB4 antag, PLAP activator, PostGolgi yeast, Pyk2 oligo antag, CYP2C9 activ, E coli WT exp
O=C(CSCSCC(=O)NCC1CCCO1)NCC1CCCO1 (stereo not drawn)
  -6, -17, 1.2, -4, 1.2, 17, 0.04, 1.1, -1
O=S(=O)(c1ccc(Cl)cc1)N1CCSC1c1ccco1 (stereo not drawn)
  51*, 98*, 0, -4, 0.5, -11, -0.05, 0.5, 1
NS(=O)(=O)c1ccc(CCNC(=O)C2CCCN(S(=O)(=O)c3cccnc3)C2)cc1 (stereo not drawn)
  18, -2, 1, -14, 0.9, 0, nt, 0.8, 2

New compounds follow
Below each compound – CYP2C9 inhib, CYP2C19 inh, CYP2C19 act, EphB4 antag, PLAP activator, PostGolgi yeast, Pyk2 oligo antag, CYP2C9 activ, E coli WT exp
COC(=O)CNC(=O)COC(=O)c1cc(Cl)cc(Cl)c1N
  nt, nt, nt, -1, nt, -3, 0.43, nt, -5
C=CCNC(=S)Nc1ccc2nc(C)c(C)nc2c1
  2, 16, 0.8, 4, 1.1, -5, 0.22, 1, 2
COc1ccc(-n2ncc3c(N4CCc5ccccc54)ncnc32)cc1
  -30, -2, 1, -5, 1, -13, -0.06, 1.3, -7
COc1ccc(/C=N/n2c(N)nc3ccccc32)cc1OC
  0, 7, 0.9, 1, 1.5, -3, -0.45, 1, 16
COc1nc(OCC#N)nc(N(C)C)n1
  0, 4, 1, 4, 1, 0, 1.8, 1, -2
O=C(Cn1nnc(-c2ccc(N3CCOCC3)cc2)n1)OC1CCCCC1
  10, 16, 0.8, -7, 1, 10, 1, 0.9, 1
Cc1cc(OCCOCCN2CCCC2)ccc1C(C)C
  3, 5, 0.9, -6, 1.2, 8, -0.26, 1, -7
COC(=O)c1cccc(NC(=O)c2ccc3c(c2)C(=O)N(CC2CCCO2)C3=O)c1 (stereo not drawn)
  31, 35, 0.7, -6, 1, 14, 0.32, 0.7, -1
Cc1cc(S(=O)(=O)NCc2cccnc2)ccc1-n1cnnn1
  -19, 37, 0.6, 0, 0.8, 1, 0.26, 1.2, 0
C/C(N)=C(/C#N)C(=O)CSc1nnnn1-c1ccccc1
  -11, 64*, 0.4, 0, 0.9, 4, 0.37, 1.1, 3
C=CCSc1nnc(-c2cc3c(s2)-c2ccccc2CC3)o1
  -2, 4, 1, -3, 1.3, 5, 0.77, 1, -3
COC(=O)Cn1c(=NC(=O)CSC(C)=O)sc2ccccc21
  50, -5, 1.1, nt, 1, 3, nt, 0.5, 6
Cc1cc(=O)oc(C)c1C(=O)NCc1cccnc1
  18, -4, 1, -4, 1, 1, 0.49, 0.8, -3
O=S(=O)(N1CCCCCC1)N1CCN(S(=O)(=O)N2CCCCC2)CC1
  20, 8, 0.9, -4, 1.1, 6, 0.46, 0.8, -3
COCCCNC(=O)C1CCN(c2ncccn2)CC1
  1, 20, 0.8, 5, 1, -1, 0.15, 1, -3
O=C1c2ccsc2SCCN1Cc1ccc(Cl)cc1Cl
  30, 53*, 0.5, 0, 0.9, -8, -0.7, 0.7, 7
CN(c1ccccc1)S(=O)(=O)c1cccc(C(=O)N2CCN(c3ccccn3)CC2)c1
  88*, 79*, 0.2, 11, 1.6, -7, 2, 0.1, 1
Cc1ccccc1NC(=O)CN1C(=O)NC2(CCCCC2)C1=O
  24, 11, 0.9, 2, 0.9, 3, -0.13, 0.8, 2

An excerpt from above, reduced to Pyk2 oligo antag, CYP2C9 activ and E coli WT exp.
| Molecule | Pyk2 oligo antag | CYP2C9 activ | E coli WT exp |
| --- | --- | --- | --- |
| C=CCSc1nnc(-c2cc3c(s2)-c2ccccc2CC3)o1 | 0.77 | 1 | -3 |
| COC(=O)Cn1c(=NC(=O)CSC(C)=O)sc2ccccc21 | nt | 0.5 | 6 |
